Assay outcomes deposited in PubChem BioAssay by National Center for Advancing Translational Sciences (NCATS).
PTAP TSG101 blk – qHTS Assay for Iinhibitors of HIV-1 Budding by Blocking the Interaction of PTAP/TSG101. Tumor susceptibility gene 101 protein (Homo sapiens), Q99816. Fluorescence polarization, FITC-PTAP peptide / Tsg101 binding. Potency, µM (top dose mostly 115 µM), inactives show at the top dose activity change, negative = inhibition, most hits filed as inhibitors. 340,000 tested, under 10 active; active means well fitted inhibition curve with a large enough effect in the main read-out, with a control signal flat, not every such curve was filed as active; inconclusive means small, poorly fitted or top-dose-only effect, or effect the other way, or a change in a side signal; inactive means no such curve, though single readings can be large or run the other way; further: potency means the concentration at half of the fitted maximal effect; % of control where 0% means no effect
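Tsg101 binding domain (10 uM final) was mixed with compound and a FITC-labeled PTAP peptide (50 nM final) in HEPES pH 7.5 buffer with NaCl, Tween 20, EDTA and TCEP; fluorescence polarization was read after 20 min at r.t.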
BRCA1 expr up – qHTS Assay to Identify Small Molecule Activators of BRCA1 Expression; AID 624202, 2012; 380,000 compounds, 1.1% hits; MCF7-BRCA1-FFLuc reporter, luminescence, 48 h; response scale: scaled: vehicle 0%, 10 µM genistein 100%; Potency, µM (top dose mostly 46.1 µM), for the others: at the highest dose activation, usual class: activators; further: potency means the concentration at half of the fitted maximal effect; nearly all actives have a fitted effect of over 80% in size; some results filed as inactive show a strong effect at the top dose
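Luminescence from a BRCA1-driven firefly luciferase in MCF7 cells was read after 48 h compound exposure at 37 C. Data normalized against DMSO and a 10microM genistein activation control, then curve-fitted across the titration.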
ELG1 DNA repair – qHTS screen for small molecules that inhibit ELG1-dependent DNA repair in human embryonic kidney (HEK293T) cells expressing luciferase-tagged ELG1 | AID 504467, 2011 | 330,000 compounds, 2.3% hits | Potency, µM (series often up to 46.1 µM), for inactives: at the top dose activity change, negative = inhibition, hits mostly inhibitors | HEK293T ELG1-luciferase reporter, luminescence, 16 h; DNA damage induced by 5-fluorouridine; further: potency means the concentration at half of the fitted maximal effect; on the % scale 0 is the no-effect control and ±100 the full control effect; nearly all actives have a fitted effect of over 55% in size
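Quantitative HTS, concentration-response format. 2,000 cells/well co-treated with 5-fluorouridine and compound, 16 hr in 5% CO2 at 37 °C; ONE-Glo luminescence read after 30 min.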
p53 reactivation – qHTS assay for re-activators of p53 using a Luc reporter | AID 504706, 2011 | H1299 p53-A138V BP100-luciferase reporter, luminescence, 24 h | 320,000 compounds, 0.063% hits | Potency, µM (series often up to 92.2 µM), for the others: at the top dose activity change, positive = activation, actives largely listed as activators; further: potency means the concentration at half of the fitted maximal effect; % of control where 0% means no effect; nearly all actives have a fitted effect of over 45% in size
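p53-null H1299 cells stably carrying temperature-sensitive p53-A138V and a BP100-luciferase reporter were pinned with compounds (4-point, 1:5 series) and held 24 hrs at 37 deg C. Luminescence was read 10 min after detection reagent.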
CXXC DNA block – qHTS Fluorescence Polarization Assay for Inhibitors of MLL CXXC domain - DNA interaction. MLL-CXXC / FITC-HOXA9 DNA fluorescence polarization. Potency, µM (titrated, usually from 115 µM), for the others: at the highest dose activity change, negative = inhibition, hits mostly inhibitors. 290,000 compounds, 0.037% hits; active means well fitted inhibition curve with a large enough effect in the polarisation, with a control signal flat, not every such curve was filed as active; inconclusive means small, poorly fitted or top-dose-only effect, or effect the other way, or a change in a side signal; inactive means no such curve, though single readings can be large or run the other way; the % refers to the polarisation; further: potency means the concentration at half of the fitted maximal effect
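Steps: dispense CXXC domain solution (7 uM) → pin compounds or unlabeled HOX-A9 DNA control → 5 min ambient → add FLSN-HOX-A9 solution (50 nM) → spin → 30 min ambient → fluorescence polarization. Tris pH 7.5/NaCl/DTT/BSA buffer.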
B2AR arrestin – qHTS assay of beta-arrestin-biased ligands of beta2-adrenergic receptor; 330,000 compounds, 0.02% hits; Potency, µM (top dose mostly 46.1 µM), without a hit: at the highest dose activation, hits mostly activators; beta-arrestin recruitment to beta2AR, cell-based reporter; AID 492947, 2010; Beta-2 adrenergic receptor (Homo sapiens), P07550;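 further: potency means the concentration at half of the fitted maximal effect; 0% = DMSO controls and full agonism = EC100 isoproterenol or metaproterenol; nearly all actives have a fitted effect of over 65% in size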
TCR activator – Activators of T cell receptors: qHTS campaign. AID 504894, 2011. primary human leukocytes, anti-CD3, IL-2 HTRF, 48 h. Potency, µM (highest dose often 9.22 µM), without a hit: at the top dose activation of IL-2 secretion, hits mostly activators. 330,000 tested, under 10 active; further: % of control where 0% means no effect
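Compounds are tested in HTS on primary human leukocytes co-incubated with a-CD3 beads for 48 hr. IL-2 output is measured by time-resolved FRET.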
TRPV1 agonist – HTS Assay for Compounds that Act as Agonists of the Vanilloid Receptor 1; TRPV1-expressing cells, Fluo-8 calcium influx, agonist mode; activation, % at 8.33 µM; 320,000 compounds, 0.19% hits; AID 540275, 2011; in the data active means activation above about 80%; inconclusive means between about 30% and that limit; further: 0% is about no effect
Target sequence (Q8NER1 whole entry, looked up): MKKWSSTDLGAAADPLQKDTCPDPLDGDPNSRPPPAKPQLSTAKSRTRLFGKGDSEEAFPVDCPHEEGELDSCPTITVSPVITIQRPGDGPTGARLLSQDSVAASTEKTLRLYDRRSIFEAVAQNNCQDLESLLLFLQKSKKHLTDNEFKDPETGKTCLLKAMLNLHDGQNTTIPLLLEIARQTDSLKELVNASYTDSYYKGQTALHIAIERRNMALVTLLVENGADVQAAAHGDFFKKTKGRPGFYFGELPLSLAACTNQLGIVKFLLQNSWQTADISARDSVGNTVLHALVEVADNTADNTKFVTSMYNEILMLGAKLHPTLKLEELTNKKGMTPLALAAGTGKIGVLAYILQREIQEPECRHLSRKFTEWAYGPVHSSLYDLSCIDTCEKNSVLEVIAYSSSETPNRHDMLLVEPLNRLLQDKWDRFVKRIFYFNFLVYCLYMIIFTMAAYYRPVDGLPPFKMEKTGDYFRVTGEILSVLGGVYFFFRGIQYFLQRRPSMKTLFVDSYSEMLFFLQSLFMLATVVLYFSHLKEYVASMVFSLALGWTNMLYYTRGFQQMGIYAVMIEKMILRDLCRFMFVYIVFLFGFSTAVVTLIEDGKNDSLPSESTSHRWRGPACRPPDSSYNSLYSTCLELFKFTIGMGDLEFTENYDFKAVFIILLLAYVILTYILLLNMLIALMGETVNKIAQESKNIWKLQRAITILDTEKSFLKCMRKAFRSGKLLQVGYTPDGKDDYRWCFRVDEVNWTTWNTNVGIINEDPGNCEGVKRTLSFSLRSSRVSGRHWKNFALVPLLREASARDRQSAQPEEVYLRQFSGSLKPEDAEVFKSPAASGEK
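Cells expressing TRPV1 were dye-loaded with Fluo-8 and read kinetically: 10 s baseline, 3 min after compound (agonist portion), then 2 min after EC20 capsaicin (allosteric enhancer portion). Calcium-bound dye fluorescence at 480/520 nm.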
AT treatment – qHTS Assay for Identifying a Potential Treatment of Ataxia-Telangiectasia. 320,000 compounds, 0.19% hits. Potency, µM (highest dose often 57.5 µM), inactives show at the highest dose activation, actives largely listed as activators. […] A-T fibroblasts, KAP-1 phosphorylation AlphaLISA; neocarzinostatin DNA damage 30 min before lysis; further: potency means the concentration at half of the fitted maximal effect; % of control where 0% means no effect; nearly all actives have a fitted effect of over 45% in size
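ATM-like activity read as KAP-1 phosphorylation via AlphaLISA donor/acceptor antibody pairs after lysis and 6 hr at 25C. Cells were ATM-null patient fibroblasts ([…], hTERT), dosed 60 min, then exposed to the DSB inducer NCS for 30 min.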
Integrin act MD – qHTS for Activators of Integrin-Mediated Alleviation for Muscular Dystrophy; alpha7betagal myoblasts, beta-gal FDG fluorescence, 48 h; Potency, µM (top dose mostly 38.3 µM), for inactives: at the highest dose activation, actives largely listed as activators; 350,000 compounds, 0.064% hits; AID 624291, 2012;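 further: potency means the concentration at half of the fitted maximal effect; 100% = response of the positive control SU9516; nearly all actives have a fitted effect of over 60% in size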
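alpha7betagal+/- myoblasts (passage 13, 250/well) treated 48 h at 37C with compounds at 1:260 dilution of DMSO stock. Lysed, then beta-galactosidase activity read as FDG fluorescence (ex 480/em 540) after 30 min, with pre-read for autofluorescence.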
* = called active by the depositor; u = inconclusive; x = not tested or not shown; [ ] = remark or other dose. Unless noted, the call rests on the fitted dose curve; in most records, active means well fitted curve in the direction sought with a large enough effect; inconclusive means small, poorly fitted or top-dose-only effect, or another doubt; inactive means no such curve, though single readings can be large; an effect the other way counts as inactive or inconclusive.

no.	compound	B2AR arrestin	TRPV1 agonist	p53 reactivation	ELG1 DNA repair	PTAP TSG101 blk	BRCA1 expr up	CXXC DNA block	TCR activator	Integrin act MD	AT treatment
1	O=S(=O)(c1ccc2nc(-c3ccccc3)[nH]c2c1)N1CCN(c2cccc(Cl)c2)CC1	-1.3%	1	1%	u	-2%	-4%	3%	6%	-15%	1%
2	C#CC1(O)CC(C)NCC1(C)CCC#N (stereo unspecified)	-0.3%	1	9%	3%	1%	-2%	3%	4%	25%	4%
3	CN(c1ccccc1C(N)=O)S(=O)(=O)c1ccccc1	-0.4%	0	1%	15%	-2%	22%	2%	5%[46.1 µM]	11%	5%
4	CCc1sc(C(=O)Nc2cc(Cl)ccc2N2CCCCC2)cc1C	-1.8%	3	-1%	-2%	2%	9%	0%	-19%	-16%	4%
5	Cc1ccc(S(=O)(=O)NCC(=O)OCCOc2ccc(Br)cc2)cc1	0.2%	x	-4%	21%	-1%	14%	x	-1%	-1%	9%
6	CCOc1cc(S(=O)(=O)n2nc(C)cc2C)ccc1F	-0.2%	-5	-3%	21%	-3%	-3%	-2%	5%	17%	2%
7	COc1ccccc1C(=O)N1CCNC(=O)C1CC(=O)Nc1cccc(C)c1 (stereo unspecified)	0.0%	-2	-1%	-3%	-3%	6%	-5%	3%	20%	1%
8	Clc1ccc(OCc2nn3c(-c4ccncc4)nnc3s2)cc1	-0.1%	9	2%	-10%	-3%	-38%	0%	11%	-9%	5%
9	C#CCNC(=O)C1=C[C@H](C(C)(C)C)C[C@H](OCc2ccc(CO)cc2)O1	-0.7%	16	2%	0%	-3%	-12%	-17%	2%	-4%	-15%
10	O=C(O)c1ccc[nH]c1=S	-0.7%	0	-1%	-2%	-6%	-4%	-6%	0%	-13%	-2%
11	COc1ccc2oc(=O)c(-c3nc(C)cs3)cc2c1	-0.5%	4	u	u	-3%	u	9%	1%	4%	1%
12	CC(C)(O)C#Cc1ccc(C(=O)N2CCC(C(N)=O)(N3CCCCC3)CC2)cc1	-1.2%	1	4%	4%	-6%	-2%	-4%	3%	7%	5%
13	COCCN(C(=O)c1c(C)noc1C)c1c(N)n(CC(C)C)c(=O)[nH]c1=O	-0.1%	0	1%	0%	1%	-1%	x	2%	-11%	0%
14	COc1cc(NC(=O)CCn2c(=S)oc3ccccc32)cc(OC)c1OC	-0.8%	-1	-3%	-7%	1%	-35%	-8%	-1%	0%	5%
15	Cc1onc(-c2ccccc2)c1C(=O)Nc1cccnc1	-0.9%	0	-5%	-13%	2%	-10%	-11%	-63%	23%	4%
16	O=c1oc2ccccc2c(N2CCOCC2)c1[N+](=O)[O-]	-0.2%	-1	-2%	6%	-1%	0%	1%	5%	-3%	-2%

In a second layout: two of the compounds above
The line under a structure holds: B2AR arrestin, TRPV1 agonist, p53 reactivation, ELG1 DNA repair, PTAP TSG101 blk, BRCA1 expr up, CXXC DNA block, TCR activator, Integrin act MD, AT treatment
#5 Cc1ccc(S(=O)(=O)NCC(=O)OCCOc2ccc(Br)cc2)cc1
 : 0.2%, x, -4%, 21%, -1%, 14%, x, -1%, -1%, 9%
#6 CCOc1cc(S(=O)(=O)n2nc(C)cc2C)ccc1F
 : -0.2%, -5, -3%, 21%, -3%, -3%, -2%, 5%, 17%, 2%

Other compounds.
no.	compound	B2AR arrestin	TRPV1 agonist	p53 reactivation	ELG1 DNA repair	PTAP TSG101 blk	BRCA1 expr up	CXXC DNA block	TCR activator	Integrin act MD	AT treatment
17	CCCn1nc(C(=O)N2CCCc3ccccc32)c2ccccc2c1=O	-0.3%	-5	-6%	u	0%	-24%	-8%	4%	-15%	3%
18	COc1ccc2c(C)cc(SCn3nnc4ccccc4c3=O)nc2c1	-0.4%	3	7%	12%	3%	-14%	4%	-5%[46.1 µM]	15%	0%
19	C=CCNC(=O)c1onc(CCl)c1C(=O)OC	-1.0%	-4	-39%[inhibitor]	3%	x	-19%	-16%	0%	7%	-7%
20	CC1CCc2nc(NC(=O)c3cc(C(C)(C)C)nn3C)sc2C1 (stereo unspecified)	0.1%	9	5%	u	-4%	12%	0%	-4%	-6%	8%
21	Cc1cccc(NC(=S)NC(=O)/C=C/c2ccccc2)n1	0.3%	-3	23%	u	-4%	u	-5%	-8%	29%	0%
22	S=C(Cc1ccccc1)Nc1ccccc1	x	x	x	x	0%	-25%	x	-5%	16%	x
23	CCn1c(N)c(C(N)=O)sc1=S	-0.1%	-3	0%	11%	-3%	-5%	1%	-7%	-22%	-3%
24	Nc1ncnc(Nc2ccc(F)cc2)n1	-0.5%	-3	16%	19%	-2%	34%	-5%	-4%[46.1 µM]	-2%	-4%
25	COCCCNC(=O)CN1CCN(Cc2ccc(Cl)cc2)C1=O	-0.4%	0	-4%	8%	-3%	3%	0%	-1%	0%	8%
26	CN1C(=O)CC(c2ccco2)Sc2ccccc21 (stereo unspecified)	-0.6%	0	-14%	u	-7%	-70%	-2%	-2%	29%	-2%
27	CC(=O)Nc1ccc(C(=O)OCC(=O)N(C)C2CCCCC2)cc1	0.3%	4	-2%	u	-8%	-3%	7%	10%	-5%	-1%
28	CCCC1Cc2nc(Cl)c(C#N)cc2CO1 (stereo unspecified)	-0.8%	-2	1%	3%	-4%	-15%	3%	1%	-12%	7%
29	CN(c1ccccc1)S(=O)(=O)c1cccc(C(=O)NC2CC(C)(C)NC(C)(C)C2)c1	-0.3%	0	-6%	2%	-1%	-28%	x	x	-25%	-2%
30	O=C(O)CCc1nn2cnc3sc4c(c3c2nc1=O)CCCC4	0.1%	1	-6%	-2%	-4%	-6%	-2%	4%	1%	-2%
31	O=C(Nc1ccc(Cl)c(Cl)c1)c1ccccc1NC(=O)C1CC=CCC1C(=O)O (stereo unspecified)	0.0%	1	u	u	-4%	60%	31%[activator]	-4%	u	-1%
32	COc1cccc(OC)c1C(=O)Nc1ccc(N2CCCC2)cc1	-1.2%	-10	x	-7%	0%	5%	10%	6%	9%	-10%
33	Cc1ccc(N2CCN(S(=O)(=O)c3c(C)noc3C)CC2C)cc1 (stereo unspecified)	0.1%	8	10%	1%	1%	-7%	7%	1%	-12%	5%
34	Cc1cc(C)nc(SC2CCOC2=O)n1 (stereo unspecified)	x	-1	x	x	0%	-18%	-3%	-1%	16%	x
35	Clc1ccccc1-c1csc(Nc2cccnc2)n1	-0.1%	21	4%	-5%	-17%	83%	-1%	-3%	8%	2%
36	COc1ccc(-n2nc(C(=O)NCC(=O)NC3CCCC(C)C3C)c3ccccc3c2=O)cc1 (stereo unspecified)	-0.9%	1	0%	u	-3%	-31%	5%	-3%	2%	-2%
37	O=C(CSc1nc(=O)n2ccccc2n1)NCc1ccccc1	5.2%	0	3%	2%	-15%	1%	x	2%	18%	3%
38	CC(=O)Nc1ccc(NC(=O)CCC(=O)OCC(=O)c2ccc(C)c([N+](=O)[O-])c2)cc1	-0.1%	-1	0%	-5%	0%	0%	3%	6%	-5%	3%
39	CC1CC(C)CN(C2CCN(Cc3cccnc3)CC2)C1 (stereo unspecified)	-0.1%	-1	-5%	-17%	x	x	1%	x	x	-2%
40	COc1ccc(NC(=O)COc2ccc(C(=O)NCc3cccnc3)cc2OC)cc1	0.1%	-1	2%	-15%	-2%	-22%	x	-3%	u	-3%
41	Cc1occc1C(=O)N1CCN(c2ccc(Cl)c(Cl)c2)CC1	-0.7%	u	-5%	-11%	x	-39%	-1%	x	8%	-10%
42	Cc1c(NC(=O)COC(=O)c2cc(-c3ccc(-c4ccccc4)cc3)nc3ccccc23)c(=O)n(-c2ccccc2)n1C	0.3%	-2	u	u	-6%	105%	2%	2%[46.1 µM]	28%	1%
43	COc1ccc(NC(=O)CS(=O)(=O)c2ccc(C)cc2)c(OC)c1	4.8%	2	-6%	-7%	-2%	0%	6%	3%	17%	-6%
44	COc1ccc(Cl)cc1NC(=O)NCCCl	-0.2%	-1	-7%	-9%	-10%	-12%	9%	2%	u	3%
45	O=[N+]([O-])c1ccc(Oc2cccnc2)nc1	-0.6%	x	1%	5%	-2%	5%	4%	-3%	10%	8%
46	CN1CCC(NC(=O)c2ccncc2)CC1	0.1%	-6	-2%	16%	-8%	-6%	-2%	4%	3%	-3%
